From PubChem BioAssay
West Nile antiviral – inhibition of WNV-induced cytopathic effect – cell-based, CPE readout (AID 1621); CPE inhibition, % at 10 µM; hits with a dose series show IC50 in µM; West Nile virus-infected cells, CPE inhibition; higher % means a stronger effect; 290,000 tested, 0.02% active; in the data active means a potency from the dose series; inconclusive means CPE inhibition mostly from about 3.7% at the one dose, without a potency; inactive means the rest, 99 in 100 with CPE inhibition below about 2.2%; further: strong numbers were not always called active
GPR35 antagonists – inhibition of zaprinast-stimulated GPR35 beta-arrestin translocation – imaging, U2OS, beta-arrestin-GFP, zaprinast agonist, primary screen (AID 2058); U2OS GPR35 beta-arrestin-GFP translocation imaging, zaprinast antagonism; higher % means a stronger effect; inhibition, % at 10 µM, or IC50 in µM where a hit was titrated; 290,000 tested, 0.052% active;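 active means inhibition of at least 50% with at least 30 cells and total cytoplasm GFP at most 10,000,000; inconclusive means under 30 cells or total GFP of 10,000,000 plus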
ER stress rescue – rescue of cells from ER stress-induced death, primary screen, 384-well, CSM14.1, thapsigargin, ATP luminescence (AID 1222). cellular ATP content (survival), % at 20 µM; hits with a dose series show EC50 in µM. 190,000 tested, under 10 active. CSM14.1 thapsigargin-induced death rescue, ATP luminescence; higher % means a stronger effect;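 active means EC50 below 50 µM in the dose-response confirmation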;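 further: death triggered by thapsigargin at about 15 µM added after 2 h compound pretreatment; cell ATP read after overnight thapsigargin exposure of roughly 18 to 22 hours; normalized against plate controls of thapsigargin alone and 5% DMSO vehicle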
MgcRacGAP inhibition – MgcRacGAP GTPase-activating activity inhibitors, confirmation, biochemical, ADP Hunter fluorescence. MgcRacGAP-stimulated Rac1 GTP hydrolysis, ADP Hunter fluorescence; higher % means a stronger effect; GST-tagged Rac1 F28L mutant substrate. AID 624330. 340,000 tested, 0.6% active. inhibition, % at 30 µM, or IC50 in µM where a hit was titrated;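 active means first-screen hits whose inhibition reached a set limit at any dose in the follow-up dose series; inconclusive means inhibition above the set first-screen limit but never retested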;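 further: fluorescence reports GDP produced by GAP-driven GTP hydrolysis; strong numbers were not always called active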
LYP inhibition – inhibitors of LYP phosphatase, biochemical, fluorescence intensity, uHTS (AID 1779) | 290,000 tested, 0.054% active | inhibition, % at 11.5 µM, or IC50 in µM where a hit was titrated | recombinant LYP phosphatase, fluorescence intensity; higher % means a stronger effect; in the data active means inhibition above about 50%;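 further: plate controls were vehicle with enzyme for no effect and no enzyme for full effect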
NS5 inhibitors – flavivirus cap methylation enzyme inhibition – biochemical, confirmation dose response, primary screen (AID 588689); Dengue-2 NS5 methyltransferase capping enzyme assay, biochemical; higher % means a stronger effect; inhibition, % at 25 µM; hits with a dose series show IC50 in µM; 340,000 tested, 0.3% active; in the data active means a potency from the dose series; inconclusive means inhibition above about 29% without an active follow-up result
Salmonella PhoP GFP – inhibitors of PhoP regulon expression, primary screen, Salmonella Typhimurium, GFP reporter (AID 1863); S. Typhimurium PhoP-regulated promoter GFP reporter, 4 h; higher % means a stronger effect; inhibition, % at 50 µM; hits with a dose series show IC50 in µM; 300,000 tested, 0.16% active;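 active means inhibition over 29.93%, a cutoff 3 SD above the screen mean, later confirmed by dose response; inconclusive means inhibition over 29.93% but no dose response follow-up; inactive means inhibition at most 29.93% or unconfirmed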;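 further: 0% = low Mg2+ inducing control and 100% = high Mg2+ repressing control; strong numbers were not always called active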
RSV CPE inhibition – RSV antiviral activity via CPE protection, HEp-2 cells, primary 10 µM value included (AID 2391) | HEp-2 cells, RSV-induced CPE inhibition; higher % means a stronger effect | one-dose CPE inhibition, % at 10 µM; IC50 in µM for titrated hits | 310,000 tested, 0.13% active; in the data active means a potency from the dose series; inconclusive means CPE inhibition mostly from about 23% at the one dose, without a potency; inactive means the rest, 99 in 100 with CPE inhibition below about 21%; further: strong numbers were not always called active
Large T inhibition – TAg ATPase/helicase activity blockers – biochemical (AID 1903); inhibition, % at 20 µM, or IC50 in µM where a hit was titrated; 310,000 tested, 0.39% active; SV40 large T antigen ATPase/helicase inhibition assay; higher % means a stronger effect; in the data active means a potency from the dose series; inconclusive means inhibition mostly from about 32% at the one dose, without a potency; inactive means the rest, 99 in 100 with inhibition below about 32%; further: strong numbers were not always called active
NS5 inhibitors pilot replicate – also measured in NS5 inhibitors; calls as there; inhibition, %; measured here: pilot screen replicate inhibition
Numbers without * were called inactive; ? = inconclusive; . = no result given; & = joins results of further samples.

SMILES | West Nile antiviral | GPR35 antagonists | ER stress rescue | MgcRacGAP inhibition | LYP inhibition | NS5 inhibitors | Salmonella PhoP GFP | RSV CPE inhibition | Large T inhibition | others
CCOC(=O)Cc1csc(N/C(=N/S(=O)(=O)c2ccc(Cl)cc2)c2ccccc2)n1 | 0.8% | 1% | -3.1% | 1% | -4% | 1% | -5% | 2.2% | 5%
COc1ccc(S(=O)(=O)N(CC(=O)Nc2ccccc2C(=O)N2CCOCC2)c2ccc(F)cc2)cc1 | 0.1% | -10% | . | 12% | -5% | -8% | -3% | 1.6% | 15%
NC(=O)COC(=O)c1ccc(Oc2ccccc2)cc1 | -0.4% | -1% | 4.5% | 5% | -10% | -9% | -3% | 1.2% | 18%
Fc1ccccc1C1c2cccn2CCN1C(=S)Nc1cccc(Br)c1 (centres undefined) | -0.9% | 8% | 0.1% | 5% | 2% | -4% | -5% | 5.4% | 6%
Cc1nn(C)c(Cl)c1CN1CCCC(C(=O)Nc2ccc(-c3cscn3)cc2)C1 (centres undefined) | -0.9% | -4% | . | 5% | -13% | 1% | -3% | 0.8% | 22%
Cc1cc(S(=O)(=O)Nc2ccc3c(c2)COC3=O)ccc1F | -0.5% | 20% | 1.6% | -2% | -3% | . | -16% | 0.2% | 9%
O=C(Nc1ccc(Br)cc1)N1CCCCCCC1 | 0.0% | 11% | -0.7% | 14% | -2% | -6% | -14% | 0.3% | -2%
O=C(NNC(=S)NCc1ccccc1)c1ccc(Br)o1 | 0.7% | 6% | . | 0% | 3% | 8% | 1% | 1.5% | 14%
CCOC(=O)C1=C(C)N=c2s/c(=C/c3cccc(OCC(=O)O)c3)c(=O)n2C1c1ccc(F)cc1 (centres undefined) | 0.9% | -4% | . | . | 3% | . | -1% | 13% | 21%
CCC(C(=O)Nc1ccc2[nH]ncc2c1)c1ccccc1 (centres undefined) | 0.4% | 12% | . | 4% | -2% | 6% | 10% | 1.9% | 1% | NS5 inhibitors pilot replicate=-3.0
O=C(c1ccc2c(=O)n(-c3ccccc3)c(=O)[nH]c2c1)N1CCCCC1 | -1.3% | 0% | -1.9% | 3% | -11% | -6% | -1% | 5.6% | 2%
CCCCc1ccc(S(=O)(=O)Nc2cc(C)on2)cc1 | 1.6% | 19% | 0.7% | -4% | -3% | 3% | -1% | 0.1% | -3%
CC1CCCCN1S(=O)(=O)c1ccc(C(=O)Nc2nnc(-c3ccccc3Cl)o2)cc1 (centres undefined) | . | 27% | -0.2% | 0% | 1% | -2% | 6% | -2.3% | -2%
CN(C(=O)c1ccc2nccnc2c1)C1CCCCC1 | -0.1% | -8% | . | -9% | 2% | 2% | -11% | 0.4% | 9%
O=S(=O)(c1ccccc1)c1nc(NC2CC2)sc1Cl | -0.5% | -2% | -0.8% | 4% | -3% | -3% | 8% | 9.9% | 4%
Cc1ccn2cc(CNC(=O)c3ccc(Br)o3)nc2c1 | 0.7% | -14% | 4.7% | 2% | -4% | -3% | 3% | 1.5% | 4%
Cn1ncc(Br)c1C(=O)NC1CCCC1 | -0.7% | 6% | . | 5% | -13% | -4% | 12% | 1.9% | -6%
CCc1nc(Nc2cccc(F)c2)c2oc3ccccc3c2n1 | -0.9% | 4% | . | 5% | -8% | -1% | . | -0.3% | 17%
Cn1c(N)c(C(=O)COC(=O)c2cc(C(F)(F)F)nc3ccccc23)c(=O)n(C)c1=O | . | 8% | -0.2% | . | -4% | . | 7% | 1.8% | 8%
Cc1csc(NC(=O)c2nn(C)c(C)c2[N+](=O)[O-])n1 | -0.7% | -1% | -1.5% | 6% | -5% | -4% | 16% | 1.3% | 22%
CNC(=O)NC(=O)CSc1nnc(C(F)(F)F)n1C | 0.7% | -15% | 1.9% | 3% | -7% | -5% | -1% | 1.4% | 11%
CC1(C)CC(NCc2ccccc2)CCO1 (centres undefined) | 0.0% | 0% | 1.1% | -3% | -4% | -2% | 1% | 1.2% | 13%
COc1cccc(C2=NOC(C(=O)Nc3cccnc3)C2)c1 (centres undefined) | 0.1% | 22% | 1.2% | 6% | -5% | -3% | 1% | -1.4% | 4%
Nc1ccccc1S(=O)(=O)c1ccccc1N | 0.6% | -2% | 1.1% | 1% | -8% | 0% | 1% | 0.7% | 9%
CCc1nnc(NC(=O)CSc2nc3ccccc3c(=O)n2CCCOC)s1 | 0.1% | -8% | -1.2% | 6% | -6% | 1% | -7% | 1.0% | 2%
Cc1cc2c(c(=O)n1Cc1cccnc1)C(Cc1ccccc1)C(C#N)=C(N)O2 (centres undefined) | -0.1% | 29% | 0.2% | 17% | -9% | 1% | 0% | 2.9% | 8%
O=C(COC(=O)CNS(=O)(=O)c1c(Cl)cccc1Cl)Nc1cccnc1Cl | -0.4% | 3% | -1.5% | 9% | -7% | -3% | -4% | 2.4% | 6%
O=C1CC(N2CCCCCC2)C(=O)N1c1ccc2c(c1)OCO2 (centres undefined) | -0.1% | 11% | 2.5% | 5% | 2% | -13% | -7% | 2.1% | 3%
CCc1cc(-c2n[nH]c(C)c2-c2ccccc2Cl)c(O)cc1OC | -1.2% | 17% | . | 10% | -3% | -7% | 19% | 16% | 11%
Cc1cccc(N/N=C/c2ccc(O)c(O)c2O)c1 | 0.6% | -13% | . | -168% | -7% | 33µM* | -3% | -1.9% | 6%
C=CCNC(=O)C1CC2c3ccccc3C1c1ccccc12 (centres undefined) | . | . | . | 12% | . | 1% | . | -0.3% | 16%
S=C1SCN(Cc2ccco2)CN1Cc1ccco1 | -0.4% | -8% | . | 11% | -2% | 5% | 2% | ? | 12%
CC(=O)Nc1ccc(SCC(=O)O)cc1 | 0.1% | -2% | -2.9% | 7% | -5% | . | -2% | 0.0% | 19%
Cc1ccc(SCCC(=O)N2CCCC2)cc1 | -0.1% | 14% | -3.3% | 11% | -11% | -4% | 5% | 0.9% | 7%
COCCCNCCOCCOc1ccccc1-c1ccccc1 | -0.2% | 5% | -2.2% | 14% | -5% | -1% | 8% | 0.3% | 7%
COCCNC(=O)c1onc(CSc2cccc(C)c2)c1C(=O)O | -0.1% | 9% | 9.1% | 4% | -2% | -9% | -12% | 0.0% | 9%
CCNc1nc(-c2ccc(Cl)cc2)cs1 | 0.1% | 6% | -1.0% | 16% | -10% | -5% | 2% | 3.3% | 15%
Cc1cc2oc(C(=O)Nc3nonc3C)c(C)c2cc1Cl | 2.9% | 5% | . | 0% | -9% | -10% | 16% | 4.8% | 3%
Cn1c(SCc2ccc(F)cc2)nnc1-c1cccs1 | 0.3% | 5% | -0.2% | 5% | -2% | -5% | 13% | 3.5% | 6%
COc1ccc(Cc2nc(-c3ccc(-n4cccc4)cc3)no2)cc1 | 0.6% | -12% | . | 6% | -4% | -12% | 9% | 0.7% | 3%
O=C(OCCN1CCCCC1)c1cccc(Cl)c1 | 0.4% | 7% | . | 11% | -8% | . | 7% | -0.9% | 7%
O=C(NCCO)C(=O)Nc1cc2c3c(c1)CCC(=O)N3CCC2 | 1.8% | -12% | . | 8% | -10% | -4% | 3% | 3.4% | 2%
O=C(NCc1ccccc1Cl)C1CCN(S(=O)(=O)N2CCCC2)CC1 | -0.3% | -2% | . | 12% | -8% | 3% | 2% | 0.3% | 24%
COc1ccc([C@@H]2Sc3ccccc3N(CCN(C)C)C(=O)[C@@H]2OC(C)=O)cc1 | -0.1% | -9% | 0.1% | -2% | -6% | 2% | 4%&9% | 2.4% | 27%&15%
CC(C)(C)NC(=O)C(c1ccccc1)N(Cc1cccs1)C(=O)c1csnn1 (centres undefined) | -0.6% | -13% | -2.2% | 4% | -4% | -6% | 2% | 0.0% | 0%
CCn1cc(C(=O)NCC2COc3ccccc3O2)c2cc(OC)c(OC)cc2c1=O (centres undefined) | 0.4% | -9% | -1.1% | 9% | -1% | -5% | 2% | -0.1% | 2%
Cn1c(=O)c(C(=O)N2CCc3ccccc32)cc2cccnc21 | . | . | . | 12% | . | -4% | -7% | -0.8% | 5%
CC(CCN1C(Nc2ccccc2)=NC[C@@H]1Cc1ccccc1)c1ccccc1 (some centres undefined) | -1.4% | 7% | . | 11% | -10% | -7% | 7% | -0.6% | 22%
O=C(c1cc(-c2ccccc2O)on1)N1CCc2ccccc2C1 | -0.7% | 12% | -0.9% | -1% | -3% | -9% | 4% | 7.6% | 1%
COc1ccc(S(=O)(=O)N2CCCCCC2)cc1C(=O)OCc1c(C)noc1C | 1.5% | -1% | 0.5% | 8% | 50%* | -6% | -11% | 0.8% | 10%

Next section; the last 2 above are carried over.
SMILES | West Nile antiviral | GPR35 antagonists | ER stress rescue | MgcRacGAP inhibition | LYP inhibition | NS5 inhibitors | Salmonella PhoP GFP | RSV CPE inhibition | Large T inhibition | others
O=C(c1cc(-c2ccccc2O)on1)N1CCc2ccccc2C1 | -0.7% | 12% | -0.9% | -1% | -3% | -9% | 4% | 7.6% | 1%
COc1ccc(S(=O)(=O)N2CCCCCC2)cc1C(=O)OCc1c(C)noc1C | 1.5% | -1% | 0.5% | 8% | 50%* | -6% | -11% | 0.8% | 10%
COc1ccc(C2=C(C#N)C(=O)OC2)cc1 | 0.3% | 0% | 3.2% | 13% | -8% | -14% | 4% | -1.6% | 8% | NS5 inhibitors pilot replicate=-5.2
Cc1nn(CCC(=O)NNC(=S)Nc2ccccc2)c(C)c1Br | -0.5% | 14% | -0.6% | -4% | 0% | 17% | -4% | 3.3% | 16%
CCOc1cc(C)c(S(=O)(=O)Nc2ccc3cn[nH]c3c2)cc1C | -0.5% | -4% | -1.7% | 4% | -5% | -2% | -2% | 0.3% | 16%
Cc1ccc(S(=O)(=O)/C=C/c2ccccc2)cc1 | 0.2% | -16% | 2.0% | 8% | -2% | 3% | 11% | 3.2% | 8%
CCC(=O)c1ccc(OCc2ccc(C(=O)OC)o2)c(OC)c1 | 0.2% | -5% | -1.4% | 14% | -3% | 2% | 4% | 0.8% | 9%
CCCn1c(SCC(=O)Nc2ccccc2N2CCOCC2)nc2c1c(=O)n(C)c(=O)n2C | -0.2% | -10% | -1.7% | 5% | -6% | -5% | -2% | -0.1% | 26%
CCN1C(=O)N[C@@H](c2ccccc2)[C@H](C(C)=O)[C@H]1C | -0.3% | . | . | 3% | . | 2% | -4% | -0.2% | 2%
CC(=O)N1CCOc2ccc(S(=O)(=O)NCc3ccccc3Cl)cc21 | -0.5% | 8% | . | 8% | -11% | 2% | 2% | 1.6% | 0%
COc1ccc(/C=C/C(=O)OCC(=O)c2ccc(S(=O)(=O)N3CCCCC3)cc2)cc1OC | . | . | . | 3% | . | -7% | -4% | 2.1% | 16%
